Compound activity: PubChem, several laboratories
HTR5A ag: counter-screen for OPRM1-OPRD1 agonists: human HTR5A agonism | activation, % at 9.3 µM | 340,000 compounds, 0.61% hits | AID 504692 | P47898 | HTR5A agonist assay, luminescence, cell-based; in the data active = activation mostly above about 9.5%, no sharp cut-off; inactive = mostly below about 7.6%;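 note: 0% = cells with vehicle only and 100% = reference agonist; strong numbers were not always called active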
PfHsp90 yeast 2: growth inhibition of yeast expressing Plasmodium Hsp90; 310,000 compounds, 0.32% hits; inhibition, % at 9.4 µM; S. cerevisiae expressing PfHsp90, BacTiter-Glo ATP, 48 h; yeast lacking PDR1 and PDR3 efflux regulators;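 active = every replicate shows inhibition above about 80%, whatever the replicate mean, limit read from the data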;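 note: 0% = DMSO neutral controls and 100% = 20 µM radicicol positive controls; yeast relying on Plasmodium falciparum Hsp90 in place of its own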
PKA-R1A act: activates the PKA-R1A holoenzyme complex. PKA-R1A dissociation, Cy5-IP20 fluorescence polarization; scaled: DMSO 0%, 113 µM cGMP 100%. AID 504707. 340,000 compounds, 0.083% hits. P00514+P68181. activation, % at 11.4 µM;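 active = percent activation above the mean of all tested compounds plus 3 SD, cut at about 19% in these data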;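 note: higher means more PKAc released from R1A so a rise in polarization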
MOR-DOR ag: agonists of human mu-delta opioid receptor heterodimerization; P35372+P41143; activation, % at 9.3 µM; cells, OPRM1-OPRD1 heterodimerization, luminescence; 340,000 compounds, 0.3% hits; AID 504326; in the data active = activation above about 18%;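 note: 0% = vehicle-treated cells and 100% = reference agonist; values of inactives mirror those of a sister screen read the other way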
Mot1-301 SUMO: inhibitors of SUMOylation pathway: yeast Mot1-301 growth rescue. S. cerevisiae Mot1-301 growth rescue, ATP luminescence, 38.5C; percent above DMSO median, 100 means doubled. 320,000 compounds, 1% hits. growth rescue, % at 18.8 µM. AID 2716;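 active = every valid replicate shows activation above 250% relative to neutral control wells; inactive = the rest, any valid replicate at or below 250%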;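 note: OY570 slx delta 5 strain wells were the positive control but not used for scaling; some compounds called inactive have numbers as strong as hits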
phage Ecoli inh: E. coli growth loss with phage present; 360,000 compounds, 0.26% hits; AID 651602; inhibition, % at 11.9 µM; growth absorbance; in the data active = inhibition above about 11%
AddAB inh: less growth of phage-infected E. coli with AddAB. E. coli expressing H. pylori AddAB, absorbance growth. inhibition, % at 11.9 µM. 330,000 compounds, 0.29% hits; in the data active = inhibition above about 12%;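 note: 0% = vehicle wells of infected cells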
HTR5A inv ctr: inverse agonist of human HTR5A in OPRM1-OPRD1 counter-screen; 340,000 compounds, 0.083% hits; inhibition, % at 9.3 µM; HTR5A cell line, luminescence, inverse agonism; AID 504634; in the data active = inhibition mostly above about 23%, no sharp cut-off; inactive = mostly below about 18%;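 note: 0% = cells with DMSO and 100% = no-cell wells with DMSO; some compounds called inactive have numbers as strong as hits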
DSG3 Ab inh: inhibitors of pemphigus antibody binding to human desmoglein-3; P32926; DSG3-coupled beads, scFv-anti-DSG3-GFP binding, flow cytometry; stronger effect = lower value; binding (percent of control), % at 10 µM; AID 588358; 310,000 compounds, 0.48% hits;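 active = binding more than 3 SD below its plate's average and above zero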; note: some compounds called inactive have numbers as strong as hits
Target sequence (P32926 whole entry, looked up): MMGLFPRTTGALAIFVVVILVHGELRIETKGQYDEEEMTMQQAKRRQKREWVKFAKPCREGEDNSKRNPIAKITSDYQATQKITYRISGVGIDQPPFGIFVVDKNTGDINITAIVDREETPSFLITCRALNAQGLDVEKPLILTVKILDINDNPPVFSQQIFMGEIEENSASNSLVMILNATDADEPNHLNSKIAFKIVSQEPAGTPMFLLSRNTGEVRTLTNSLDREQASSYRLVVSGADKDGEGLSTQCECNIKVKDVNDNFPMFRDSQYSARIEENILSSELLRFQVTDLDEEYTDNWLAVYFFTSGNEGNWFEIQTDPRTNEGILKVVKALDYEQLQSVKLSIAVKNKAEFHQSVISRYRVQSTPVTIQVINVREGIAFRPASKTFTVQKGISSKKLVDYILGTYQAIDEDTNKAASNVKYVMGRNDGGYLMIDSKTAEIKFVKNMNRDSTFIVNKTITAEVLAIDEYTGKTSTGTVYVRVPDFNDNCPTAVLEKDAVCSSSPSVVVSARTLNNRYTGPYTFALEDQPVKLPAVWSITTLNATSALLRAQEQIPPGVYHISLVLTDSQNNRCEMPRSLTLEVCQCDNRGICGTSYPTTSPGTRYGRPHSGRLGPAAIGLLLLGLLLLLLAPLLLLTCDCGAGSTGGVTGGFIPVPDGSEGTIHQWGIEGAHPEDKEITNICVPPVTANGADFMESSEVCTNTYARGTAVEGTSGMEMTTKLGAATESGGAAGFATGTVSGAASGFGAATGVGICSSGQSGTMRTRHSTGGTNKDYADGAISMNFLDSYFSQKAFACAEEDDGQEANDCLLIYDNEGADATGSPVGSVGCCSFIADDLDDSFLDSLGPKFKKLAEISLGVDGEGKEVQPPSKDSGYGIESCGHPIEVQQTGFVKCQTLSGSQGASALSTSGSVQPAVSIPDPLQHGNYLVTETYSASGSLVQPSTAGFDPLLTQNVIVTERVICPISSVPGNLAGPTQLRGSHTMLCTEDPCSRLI
MOR-DOR inv ag: mu-delta opioid heterodimer inverse agonism; P35372+P41143; inhibition, % at 9.3 µM; cell-based MOR-DOR heterodimer luminescence; 340,000 compounds, 0.21% hits; in the data active = inhibition above about 22%, passing the limit was not always enough;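 note: 0% = cells with DMSO and 100% = wells without cells with DMSO; values of inactives mirror those of a sister screen read the other way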
E coli growth: bacterial growth inhibition, counter-screen for AddAB inhibitors; E. coli V3065 growth, OD600 absorbance, 18 h; inhibition, % at 11.9 µM; 330,000 compounds, 0.27% hits;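 active = inhibition above the campaign's mean inhibition across all tested compounds plus 3 SD, cut at about 9.9% in these data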;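 note: uninfected addAB+ strain grown without phage in ampicillin broth; 0% = DMSO wells and 100% = ciprofloxacin 0.95 µg/ml wells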
* marks the source's active call; other numbers are inactive results; . = not tested or not shown.

SMILES	HTR5A ag	PfHsp90 yeast 2	PKA-R1A act	MOR-DOR ag	Mot1-301 SUMO	phage Ecoli inh	AddAB inh	HTR5A inv ctr	DSG3 Ab inh	MOR-DOR inv ag	E coli growth
O=C1C2CCCN2C(c2ccccc2)N1c1cccc(Cl)c1 (stereo unspecified)	-1	4	-1	-3.0	88	1.7	119*	2	110	15	1.4
Cc1ccc2c(c1)N(C(=O)CCC(=O)NC1CCN(Cc3ccccc3)CC1)CC(C)O2 (stereo unspecified)	-4	-1	-12	0.8	2	4.3	1.2	11	105	-5	0.1
COc1ccccc1Nc1nc(-c2c(C)nc3ncccn23)cs1	4	2	-4	-0.1	.	0.8	.	-11	102	1	.
Cc1ccc(-n2ncc(C(=O)N3CCc4ccccc4C3)c2NC(=O)c2ccco2)cc1C	3	.	-4	2.0	17	1.9	0.3	-34	97	-12	0.3
Cn1c(=O)c2c(ncn2CC(=O)N/N=C/C=C/c2ccco2)n(C)c1=O	.	2	-6	.	-17	1.3	0.3	.	107	.	-2.6
N#CC(=C1CCCC1)c1nc(-c2ccccc2)cs1	-1	5	-21	2.9	-7	3.2	-0.4	-4	98	-17	2.3
CC1CC(C)CN(CC(C)(C)NS(=O)(=O)c2ccccc2)C1 (stereo unspecified)	3	1	1	1.0	0	0.0	0.8	-9	87	-6	2.1
CCOc1ccc(C(=O)NC(=S)Nc2ccc(NC(=O)CC)cc2)cc1[N+](=O)[O-]	4	-2	-7	-4.6	-13	1.7	3.0	-17	96	21	1.0
CC(C)(C)NC(=O)C(c1ccc(F)cc1)N(CC1CCCO1)C(=O)CCC(=O)Nc1ccccn1 (stereo unspecified)	7	-2	6	0.0	18	-1.7	4.0	-20	118	0	-0.1
CCOc1ccc(CN(C)C(=O)c2cccnc2OCC)cc1OC	5	6	-5	-0.8	-9	2.8	-2.8	-13	102	4	0.3
CC1CCCC(NC(=O)c2ccc(CNc3c(N4CCCC4)c(=O)c3=O)cc2)C1C (stereo unspecified)	10	-23	5	-0.7	1	3.0	-2.9	-27	100	4	-0.3
Cc1cc(NC(=O)CCC(=O)N(CC(=O)NCC2CCCO2)c2cccc(F)c2)no1 (stereo unspecified)	-3	30	7	-2.4	-11	0.3	1.9	-22	106	15	-0.1
CCN1CCC(NC(=O)Nc2ccc(F)cc2F)CC1	0	5	-9	-1.0	-5	2.2	-1.4	-24	107	5	0.4
CC(=O)N1c2ccc(S(=O)(=O)N3CCC(C(=O)NC(C)c4ccccc4)CC3)cc2CC1C (stereo unspecified)	8	-1	-7	-0.1	-19	3.4	1.2	-24	101	0	0.7
Cc1ccccc1NC(=S)NC(NC(=O)c1ccccc1C)C(Cl)(Cl)Cl (stereo unspecified)	3	-3	-7	-1.1	-7	2.5	0.4	-22	104	6	1.1
CC(C)C12CCC(C(=O)O)C(C1)C(=O)O2 (stereo unspecified)	0	-5	-10	-2.2	158	3.7	2.0	-3	105	13	2.0
Cc1ccc(NC(=O)c2ncn(CCCN3CCN(Cc4cccc5ccccc45)CC3)n2)cc1C	4	58	-4	7.1	.	1.0	.	-15	121	-33	.
COc1cccc(-c2c(NC(=O)c3ccco3)oc3ccccc3c2=O)c1	-2	6	-6	-3.1	519*	0.2	4.4	-13	90	17	0.8
O=C(Nc1ccc(S(=O)(=O)N2CCOCC2)cc1)c1ccc(Cl)cc1	5	0	-3	-1.0	-2	5.2	0.3	-14	94	5	1.9
Cc1ccc2c(CC(=O)OC3CCOC3=O)coc2c1 (stereo unspecified)	3	1	6	-1.1	0	1.7	1.6	4	109	6	1.2

Two consecutive compounds already listed, quoted:
SMILES	HTR5A ag	PfHsp90 yeast 2	PKA-R1A act	MOR-DOR ag	Mot1-301 SUMO	phage Ecoli inh	AddAB inh	HTR5A inv ctr	DSG3 Ab inh	MOR-DOR inv ag	E coli growth
O=C1C2CCCN2C(c2ccccc2)N1c1cccc(Cl)c1 (stereo unspecified)	-1	4	-1	-3.0	88	1.7	119*	2	110	15	1.4
Cc1ccc2c(c1)N(C(=O)CCC(=O)NC1CCN(Cc3ccccc3)CC1)CC(C)O2 (stereo unspecified)	-4	-1	-12	0.8	2	4.3	1.2	11	105	-5	0.1

Record cards, as listed above. Screens in order: HTR5A ag | PfHsp90 yeast 2 | PKA-R1A act | MOR-DOR ag | Mot1-301 SUMO | phage Ecoli inh | AddAB inh | HTR5A inv ctr | DSG3 Ab inh | MOR-DOR inv ag | E coli growth
O=C(Nc1ccc(S(=O)(=O)N2CCOCC2)cc1)c1ccc(Cl)cc1 in the list: 5 | 0 | -3 | -1.0 | -2 | 5.2 | 0.3 | -14 | 94 | 5 | 1.9
Cc1ccc2c(c1)N(C(=O)CCC(=O)NC1CCN(Cc3ccccc3)CC1)CC(C)O2 (stereo unspecified) in the list: -4 | -1 | -12 | 0.8 | 2 | 4.3 | 1.2 | 11 | 105 | -5 | 0.1
N#CC(=C1CCCC1)c1nc(-c2ccccc2)cs1 in the list: -1 | 5 | -21 | 2.9 | -7 | 3.2 | -0.4 | -4 | 98 | -17 | 2.3
Cc1ccc(-n2ncc(C(=O)N3CCc4ccccc4C3)c2NC(=O)c2ccco2)cc1C in the list: 3 | . | -4 | 2.0 | 17 | 1.9 | 0.3 | -34 | 97 | -12 | 0.3
Cc1cc(NC(=O)CCC(=O)N(CC(=O)NCC2CCCO2)c2cccc(F)c2)no1 (stereo unspecified) in the list: -3 | 30 | 7 | -2.4 | -11 | 0.3 | 1.9 | -22 | 106 | 15 | -0.1

New compounds follow.
SMILES	HTR5A ag	PfHsp90 yeast 2	PKA-R1A act	MOR-DOR ag	Mot1-301 SUMO	phage Ecoli inh	AddAB inh	HTR5A inv ctr	DSG3 Ab inh	MOR-DOR inv ag	E coli growth
C=CCn1c(SCC(=O)N2N=C(c3ccco3)CC2c2ccco2)nnc1-c1ccncc1 (stereo unspecified)	8	-11	-7	0.2	-12	4.0	-0.2	11	89	-1	-1.4
O=C1C=C(O)c2[nH]c(=O)ccc2C1=O	4	-9	-1	9.8	.	3.0	.	-17	101	-43	.
CC(C)c1ccc(C(=O)NNC(=O)c2n[nH]c(=O)c3ccccc23)cc1	1	.	0	-2.7	.	0.4	0.8	-15	106	11	0.5
CCOc1ccc(S(=O)(=O)N2CCN(C(=O)c3cc(-c4ccccc4)nn3-c3ccccc3)CC2)cc1	1	.	-12	2.0	-10	2.5	0.2	-14	88	-13	0.5
O=C(CN1CCN(S(=O)(=O)c2ccc(Cl)cc2)CC1)c1ccc(O)c(O)c1	4	2	-10	-0.3	174	.	3.0	7	97	2	0.6
Cc1ccc(CSCCNC(=O)c2ccccc2)cc1	3	-9	-5	0.4	2	4.4	7.1	-11	98	-2	1.1
O=C(COC(=O)CCc1ccc(S(=O)(=O)N2CCOCC2)cc1)NCc1ccccc1	1	9	4	-1.3	55	4.3	-0.2	3	105	7	1.5
CC1=NN(c2ccc(C(=O)O)cc2)C(=O)/C1=C/c1ccc(-c2ccccc2F)o1	0	1	-4	0.1	-8	.	-2.2	1	98	-1	-1.2
Cc1ccc(C(=O)/C=C/c2ccc(Br)cc2)o1	11	52	-6	2.6	10	0.2	1.0	4	.	-16	0.7
CC(=O)c1ccc(NC(=O)CSc2nccn2C)cc1	0	-2	-9	-2.3	1	4.4	9.8	16	109	11	2.7
CC1CC(C)CN(CCCNC(=O)C2CCN(S(=O)(=O)N3CCCCC3)CC2)C1 (stereo unspecified)	1	-17	-1	-1.1	531	0.8	-1.0	-10	105	6	-0.9
O=C(NCc1ccco1)c1csc2c1CCCCC2	1	-15	-3	0.2	-4	0.5	2.6	-2	104	-1	-0.7
CCCN1CCc2c(sc(NC(=O)CCS(=O)(=O)c3ccccc3)c2C(=O)OC)C1	1	-42	6	-1.3	8	0.7	-1.5	0	.	7	-0.2
COC(=O)c1ccsc1NC(=O)CN1CCN(c2ncccn2)CC1	3	0	1	-3.5	-3	-0.6	3.2	-12	115	17	2.1
COc1ccccc1Nc1nc(NCc2ccco2)c2ccccc2n1	.	.	.	.	-10	4.2	-0.9	.	98	.	0.9
O=C(O/N=C1\CCCCC1c1ccc([N+](=O)[O-])cc1[N+](=O)[O-])c1c(F)cccc1F (stereo unspecified)	-1	32	6	3.3	19	4.2	5.2	7	100	-16	0.6
O=C(NCCc1ccc(Cl)cc1)c1ccc(OCC2CCCO2)cc1 (stereo unspecified)	5	-16	-6	1.5	1	3.0	3.9	-15	97	-10	-0.9
COc1cccc(C(=O)Nc2ccc3[nH]ncc3c2)c1OC	-3	-3	3	-1.0	-12	1.1	5.7	11	98	5	1.2
O=C(NCc1cccc(Cl)c1)c1ccc2ccccc2n1	-3	-15	4	3.6	3	1.0	3.7	6	109	-20	-1.5
Nc1cc(N)cc(C(=O)Nc2ccc3c(c2)C(=O)NC3=O)c1	2	1	-10	-1.4	4	1.5	-1.2	-8	85	7	0.6
Cc1nn(-c2ccccc2)c(Cl)c1/C=N\NC(=O)c1cncc(Br)c1	3	-11	0	-1.3	9	1.9	-1.4	0	108	7	-2.6
N#CCCN(Cc1cccnc1)C(=O)c1ccc(S(=O)(=O)N2CCOCC2)cc1	1	-179	-6	-1.6	2	2.3	2.8	-21	94	7	2.1
O=C(CCN1C(=O)COc2ccccc21)NCCN1CCN(c2cccc(Cl)c2)CC1	1	38	-5	3.0	-18	-1.2	-1.3	0	106	-17	-0.2
O=c1c2cc(N3CCOCC3)ccc2[nH]c(=S)n1Cc1ccco1	-5	.	-8	-0.5	30	3.1	-1.5	21	91	3	-3.7
CC(CC(=O)N1CCN(S(=O)(=O)c2ccc(Cl)cc2)CC1)n1cncn1 (stereo unspecified)	3	6	-10	-0.7	0	1.4	3.3	-9	115	5	1.4
CCCc1cc(C(=O)N2CCN(C(c3ccccc3)c3ccccc3)CC2)no1	1	-14	-1	0.6	-17	1.9	-1.5	-2	96	-3	-2.0
CC(C)C(=O)Nc1ccc(Oc2ccc3c(c2)C(=O)NC3=O)cc1	-1	-10	-9	-2.4	0	0.1	1.5	3	101	11	2.7
CC1(C)OCC(COC(=O)Nc2cccnc2)([N+](=O)[O-])CO1	1	-27	8	-2.4	-5	2.8	0.2	-4	102	12	2.1
COc1cccc(CC(=O)OCC(=O)NC2(C#N)CCCC2)c1	-6	8	6	-0.2	-5	3.4	2.1	-3	99	1	-0.9

Structures above containing an NH in an aromatic ring, in the order listed:
SMILES	HTR5A ag	PfHsp90 yeast 2	PKA-R1A act	MOR-DOR ag	Mot1-301 SUMO	phage Ecoli inh	AddAB inh	HTR5A inv ctr	DSG3 Ab inh	MOR-DOR inv ag	E coli growth
O=C1C=C(O)c2[nH]c(=O)ccc2C1=O	4	-9	-1	9.8	.	3.0	.	-17	101	-43	.
CC(C)c1ccc(C(=O)NNC(=O)c2n[nH]c(=O)c3ccccc23)cc1	1	.	0	-2.7	.	0.4	0.8	-15	106	11	0.5
COc1cccc(C(=O)Nc2ccc3[nH]ncc3c2)c1OC	-3	-3	3	-1.0	-12	1.1	5.7	11	98	5	1.2
O=c1c2cc(N3CCOCC3)ccc2[nH]c(=S)n1Cc1ccco1	-5	.	-8	-0.5	30	3.1	-1.5	21	91	3	-3.7
